HePTP inh: blocks human HePTP tyrosine phosphatase | recombinant HePTP phosphatase activity, OD absorbance | inhibition, % at 20 µM | hit rate 0.64% among 110,000; in the data active means inhibition above about 50%;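 further: plate controls were vehicle for no effect and reference inhibitor for full effect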
Target sequence (P35236 whole entry, looked up): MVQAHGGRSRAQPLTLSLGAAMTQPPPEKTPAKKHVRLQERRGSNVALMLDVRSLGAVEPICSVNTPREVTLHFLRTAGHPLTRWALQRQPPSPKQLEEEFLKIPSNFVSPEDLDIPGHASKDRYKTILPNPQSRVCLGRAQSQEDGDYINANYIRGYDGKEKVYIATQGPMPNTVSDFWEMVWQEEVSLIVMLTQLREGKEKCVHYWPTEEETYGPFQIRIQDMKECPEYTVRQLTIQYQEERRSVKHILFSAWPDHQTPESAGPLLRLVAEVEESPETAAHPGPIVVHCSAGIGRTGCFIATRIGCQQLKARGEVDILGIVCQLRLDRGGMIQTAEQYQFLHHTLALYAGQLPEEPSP
BAP1 block: inhibitors of human BAP1 deubiquitinase; recombinant BAP1, Ub-AMC hydrolysis fluorescence kinetic; active compounds read low; activity remaining (% of control), % at 20 µM; hit rate 0.48% among 72,000; AID 436;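 active means activity remaining at or below 50% of control, provided the compound also passes the data quality filters; inactive means the rest, including low values that fail the filters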;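 further: 100% = DMSO wells rate and 0% = substrate alone blank rate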
Target sequence (Q92560 whole entry, looked up): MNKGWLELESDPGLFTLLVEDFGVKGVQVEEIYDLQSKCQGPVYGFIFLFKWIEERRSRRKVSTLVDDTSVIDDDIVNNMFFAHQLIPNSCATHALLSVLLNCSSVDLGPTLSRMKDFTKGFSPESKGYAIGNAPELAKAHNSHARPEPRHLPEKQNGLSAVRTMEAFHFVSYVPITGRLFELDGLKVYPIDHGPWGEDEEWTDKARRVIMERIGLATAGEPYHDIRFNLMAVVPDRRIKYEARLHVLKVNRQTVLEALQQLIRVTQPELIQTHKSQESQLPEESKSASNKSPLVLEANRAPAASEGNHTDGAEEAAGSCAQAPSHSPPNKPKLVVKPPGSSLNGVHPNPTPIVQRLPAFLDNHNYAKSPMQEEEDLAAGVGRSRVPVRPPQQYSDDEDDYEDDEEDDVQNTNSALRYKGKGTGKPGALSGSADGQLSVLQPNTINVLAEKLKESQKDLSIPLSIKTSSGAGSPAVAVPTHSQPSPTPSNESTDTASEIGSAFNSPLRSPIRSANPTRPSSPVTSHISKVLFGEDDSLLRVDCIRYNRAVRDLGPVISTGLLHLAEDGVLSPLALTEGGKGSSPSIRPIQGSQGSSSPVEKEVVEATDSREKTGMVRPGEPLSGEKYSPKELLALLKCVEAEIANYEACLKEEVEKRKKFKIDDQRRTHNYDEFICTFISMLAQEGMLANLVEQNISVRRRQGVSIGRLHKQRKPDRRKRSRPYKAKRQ
The depositor's hits bear a star; . = no result given; & = joins results of further samples.

SMILES	HePTP inh	BAP1 block
Cn1c(CN2CCOCC2)nnc1SCC(=O)Nc1nccs1	4	66
COc1ccc(CNC2CC(=O)N(C)C2=O)cc1 (centres undefined)	6	98
Cc1ccc(NC(=O)CN(c2ccccc2F)S(C)(=O)=O)cc1	8	137
CCCCn1c(SCC(=O)NCc2ccco2)nnc1-c1ccco1	-2	121
O=C(CCN1C(=O)c2ccccc2C1=O)Nc1ccccn1	3	104
CSCCC(NC=C1C(=O)OC(C)(C)OC1=O)C(=O)O (centres undefined)	2	84
N#Cc1ccccc1NC(=O)c1ccc(Br)cc1	4	.
COc1cc(/C=N/N2C(=O)C3C4C=CC(C4)C3C2=O)cc(I)c1O (centres undefined)	-2	.
O=C(Nc1cccnc1)c1cc2n(n1)C(C(F)(F)F)CC(c1ccc(Br)cc1)N2 (centres undefined)	-15	.
Cc1cnc(C(=O)OCC(=O)c2csc(N3CCCCC3)n2)cn1	8	55
CCn1c(Cc2ccccc2)nnc1SCC(=O)Nc1ccc2c(c1)OCO2	6	105
COc1ccccc1NC(=O)C1=C(C)NC(=S)NC1c1cccc(Cl)c1 (centres undefined)	-2	.
CCn1c(=S)sc2c(=O)[nH]c(C)nc21	10	86
Fc1cccc(Cl)c1CSc1nnnn1-c1ccc2c(c1)OCO2	-10	81
O=C(NCc1ccccn1)C1CC(=O)N(C2CCCC2)C1 (centres undefined)	5	96
O=C(Nc1ccc(S(=O)(=O)Nc2nccs2)cc1)C1CCCCC1	-10&8	79
CNc1nc(N2CCc3ccccc32)ncc1F	8	88
Cc1ccc(-c2noc(CCC(=O)Nc3cc(C)ccn3)n2)cc1	8	92
COc1ccc(OC)c(C2=NOC(C(=O)NCC3CCCO3)C2)c1 (centres undefined)	-3	85
O=C(NCc1ccco1)c1ccc2c(=O)n(Cc3ccco3)c(SCC(=O)N3CCCC3)nc2c1	28	74
CCCn1nnnc1NCc1ccccc1OCc1cccs1	4	54
CCC(C)c1ccccc1OCCn1cc(/C=C2/SC(=S)NC2=O)c2ccccc21 (centres undefined)	-5	.
Cc1ccc(S(=O)(=O)NCC(=O)N2CCOCC2)cc1	4	97
COC(=O)c1cc(NC(=O)c2cc(OC)cc(OC)c2)cc(C(=O)OC)c1	-2	.
COCCCNC(=O)Nc1ccc(F)cc1F	1	64
CCn1cc(C(=O)NCCC2=CCCCC2)c(=O)c2cc(S(=O)(=O)N(C)C)ccc21	-8	85
CCOc1ccccc1N1CCN(C(=O)c2cccc(-c3ccc(O)cc3)c2)CC1	10	74
CC(NC(=O)Nc1ccccc1)C(c1cccs1)N1CCOCC1 (centres undefined)	-1	98
COc1cc(C2Nc3cc(C)c(C)cc3NC3=C2C(=O)CC(C)(C)C3)cc(Br)c1OC (centres undefined)	6	.
O=C(O)/C=C\C(=O)NN=C(c1ccccc1)c1ccccc1	-1	.
COc1ccc(CNC(=O)c2cnn3c(C(F)(F)F)cc(-c4ccco4)nc23)cc1	10	.
Cc1ccc(/C(O)=C2\C(=O)C(=O)N(c3nccs3)C2c2cccc(Br)c2)cc1 (centres undefined)	5	.
Cc1ccc(/C=C2/NC(=S)NC2=O)c(C)c1	-12	.
CCn1c2ccccc2c2cc(CN3CCN(C(=O)c4ccc([N+](=O)[O-])cc4)CC3)ccc21	5	.
Cn1c(=O)[nH]c(=O)c2c1nc(CN1CCOCC1)n2Cc1ccccc1	4	102
O=C1CC(c2cccc(C(F)(F)F)c2)c2ccc3ccccc3c2N1 (centres undefined)	-7	.
CS(=O)(=O)Nc1ccccc1C(=O)O	1	92
COc1ccc(C2C3=C(CC(C)(C)CC3=O)Oc3ncn4nc(-c5cccnc5)nc4c32)cc1 (centres undefined)	14	98
CCCc1ccc2c(N)c(C#N)sc2n1	4	90
O=C(Nc1ccccc1)c1cccc(Br)c1	5	.
Cc1ccc(Nc2nc3nonc3nc2NNc2ccccc2)cc1Cl	0	.
COc1ccc(CNC(=O)C2CCN(S(=O)(=O)c3cccc4cccnc34)CC2)cc1	5	88
Cc1cc(C(=O)Nc2cccc3ccccc23)ccc1[N+](=O)[O-]	.	60
Cc1c(C(=O)NCc2cccs2)oc2ccc(S(=O)(=O)N3CCOCC3)cc12	-10	.
O=C(Nc1ccc(S(=O)(=O)Nc2nccs2)cc1)c1ccc([N+](=O)[O-])cc1Cl	-5	.

4 of the compounds above, with the structure last.
HePTP inh,BAP1 block,smiles
5,.,Cc1ccc(/C(O)=C2\C(=O)C(=O)N(c3nccs3)C2c2cccc(Br)c2)cc1 (centres undefined)
-12,.,Cc1ccc(/C=C2/NC(=S)NC2=O)c(C)c1
5,.,CCn1c2ccccc2c2cc(CN3CCN(C(=O)c4ccc([N+](=O)[O-])cc4)CC3)ccc21
4,102,Cn1c(=O)[nH]c(=O)c2c1nc(CN1CCOCC1)n2Cc1ccccc1

Among those listed so far, 4 contain a Cl atom:
SMILES	HePTP inh	BAP1 block
COc1ccccc1NC(=O)C1=C(C)NC(=S)NC1c1cccc(Cl)c1 (centres undefined)	-2	.
Fc1cccc(Cl)c1CSc1nnnn1-c1ccc2c(c1)OCO2	-10	81
Cc1ccc(Nc2nc3nonc3nc2NNc2ccccc2)cc1Cl	0	.
O=C(Nc1ccc(S(=O)(=O)Nc2nccs2)cc1)c1ccc([N+](=O)[O-])cc1Cl	-5	.

Further records.
SMILES	HePTP inh	BAP1 block
O=C1c2cccc3cccc(c23)C(=O)N1/N=C/c1ccc(O)cc1	4	.
COCc1cc(=O)n2[nH]c(C)nc2n1	10	82
O=C(Nc1ccncc1)c1c(F)cccc1F	-13	50
COc1ccc(C(=O)NC(NCc2ccccc2)C(Cl)(Cl)Cl)cc1OC (centres undefined)	6	.
CCCOC(=O)C1=C(C)NC2=C(C(=O)CCC2)C1c1ccccc1OCc1ccccc1 (centres undefined)	.	119
CCCCn1c(CN2CCN(C)CC2)nc2ccccc21	2	100
COC(=O)c1ccc(NS(=O)(=O)c2cc(C)ccc2OC)cc1	5	117
CCCCc1ccc(-c2nc(-c3ccncc3)no2)cc1	0	.
COc1ccc(S(=O)(=O)N2CCCC2C(=O)Nc2ccc(C(C)=O)cc2)cc1 (centres undefined)	4	89
COC(=O)c1ccc(NC(=O)C(C)N2C(=O)c3cccc4cccc(c34)C2=O)cc1 (centres undefined)	7	.
O=C(OCc1cc(=O)n2c(n1)sc1ccccc12)c1ccc2c(=O)n3c(nc2c1)CCC3	38	70
Cc1cccc2c1N(C(=O)Cc1ccccc1)C(C)(C)c1ssc(=S)c1-2	13	.
COC(=O)c1cc(Cc2ccc(N)c(C(=O)OC)c2)ccc1N	4	.
CCOC(=O)CSc1nnc2n(C3CCCCC3)c(=O)c3c4c(sc3n12)CCCC4	-2	83
CC(C(=O)c1ccc(-c2ccccc2)cc1)[n+]1cccc(C(N)=O)c1 (centres undefined)	-14	.
Cn1c(C(=O)N2CCC(C(=O)N3CCN(Cc4ccc5c(c4)OCO5)CC3)CC2)cc2sccc21	3	90
CCOC(=O)C(NC(=O)CC)(Nc1ccc(S(=O)(=O)Nc2cc(C)on2)cc1)C(F)(F)F (centres undefined)	1	104
O=[N+]([O-])c1ccc2c(c1)S(=O)(=O)N=C2Nc1cccc(Cl)c1	-3	.
CCOC(=O)c1c(NC(=O)/C=C/c2cccs2)sc(C(C)=O)c1C	0	.
COc1cccc(Nc2nnc(SCC(=O)N3CC(C)OC(C)C3)s2)c1 (centres undefined)	1	115
Cc1ccc(O)c(NC(=O)c2cc3nc(-c4ccccc4)cc(C)n3n2)c1	16	.
Fc1ccc(CN2CCCCCC2)c(F)c1	4	88
CCC1(O)C(C)C(c2ccc(Cl)cc2)NC(c2ccc(Cl)cc2)C1C (centres undefined)	6	.
c1ccc2nc(N3CCOCC3)c(N3CCOCC3)nc2c1	1	128
CSc1ccc(CN2CCN(C(=O)c3ccco3)CC2)cc1	6	.
Cc1cc(C)c2oc(-c3ccc(C)c(NC(=O)c4ccc([N+](=O)[O-])cc4Cl)c3)nc2c1	-1	.
CCN(CC)c1ccc(N2C(=O)c3ccc4c5c(ccc(c35)C2=O)CC4)cc1	0	.
Oc1[nH]c2ccccc2c1C=Nc1ccc2c(c1)OCO2	4	64
CCOCCCNC(=O)N1CCOCC1	-9	74
COc1ccccc1S(=O)(=O)Cc1ccc(C(=O)NCCN(C)C)o1	8	102
Cn1c(=O)c2c(nc(NCc3ccc4c(c3)OCO4)n2Cc2ccc(F)cc2)n(C)c1=O	2	96
COc1ccc(-n2c(C=C3C(=O)N(C)c4ccccc43)nc3ccccc3c2=O)cc1	4	.
Cc1cccn2c(=O)c3cc(C(=O)NCc4ccco4)c(=N)n(C(C)C)c3nc12	2	.
CCC(C)NC(=O)NC1C(NC(=O)NC(C)CC)N(C)C(=O)N1C (centres undefined)	-3	93
CCc1ccc(-c2ccc(C(=O)Nc3cccc([N+](=O)[O-])c3)cc2)nc1	.	96
COc1cc(C2C(C#N)=C(N)OC3=C2C(=O)CCC3)ccc1OC(=O)N1CCOCC1 (centres undefined)	10	103
CC(=O)Nc1ccc(Cl)c(-c2nc3cc(Cl)ccc3o2)c1	5	.
COc1cc(NS(C)(=O)=O)ccc1Nc1c2ccccc2nc2ccccc12	.	84
O=C(CN1CCC(c2nc3ccccc3s2)CC1)NCc1cccs1	4	110
Cc1ccc(C)c(Cn2nnc3c(=O)[nH]c(C4CCN(C(=O)c5cccs5)CC4)nc32)c1	-5	66
CC(CCc1ccccc1)NC(=O)c1ccncc1 (centres undefined)	6	141
Cc1cc(C(=O)COC(=O)c2ccc3c(c2)OCO3)c(C)n1Cc1cccs1	5	.
CCN(CC)C(=O)CCCOc1ccc(Cl)cc1Cl	-9	92
O=P(O)(COc1ccccc1)COc1ccccc1	-13	102
COc1cccc(C(=O)N(CN2CCCC2=O)c2cccc(Cl)c2)c1OC	6	103
Cc1cc(C(=O)Nc2sc(C)c(C)c2C#N)no1	6	101
C/C(=N\Nc1nc(-c2ccccc2)nc(C)c1C)c1cccc([N+](=O)[O-])c1	4	.
Cc1cc2ccccc2c(=O)n1CC(=O)N1CCN(c2cccc(Cl)c2)CC1	8	76
Cc1ccc(CNS(=O)(=O)c2ccccc2[N+](=O)[O-])cc1	-10	.
C=CCn1c(NC(C)c2cc(Cl)ccc2O)nc2ccccc21 (centres undefined)	-4	112
O=C(Nc1ccccc1Cl)c1ccn(C(=O)c2cccc(Cl)c2)n1	6	.
O=C(CNS(=O)(=O)c1cccc2nsnc12)NCc1ccc(Cl)cc1	-12	.
O=S(=O)(NC1CCCC1)c1ccc(S(=O)(=O)N(Cc2cccs2)CC2CCCO2)cc1 (centres undefined)	3	80
N=c1sc(Cc2ccccc2Cl)cn1CC(=O)c1ccccc1	6	.
O=C(Cn1ncc2c1-c1ccccc1OC2)Nc1ccc(Cl)cn1	7	92
Cc1ccc(Cl)cc1N1CCN(C(=O)C2C3CCC(C3)C2C(=O)O)CC1 (centres undefined)	6	.
COc1ccccc1NS(=O)(=O)c1ccc(C(=O)OCC(=O)NCc2ccco2)cc1	-5	55
COC(=O)c1cc(Nc2nc3ccccc3nc2NS(=O)(=O)c2ccccc2)ccc1Cl	0	.
CCOC(=O)N1CCN(C(=O)CN(c2cc(Cl)ccc2OC)S(=O)(=O)c2ccccc2)CC1	12	101
Cc1ccc(O)c(C(=O)c2cnn(C(=O)Cc3csc(C)n3)c2)c1	0	.

4 compounds from above, sorted by formula weight, lowest first.
SMILES	HePTP inh	BAP1 block
Cc1cc(C(=O)Nc2sc(C)c(C)c2C#N)no1	6	101
C=CCn1c(NC(C)c2cc(Cl)ccc2O)nc2ccccc21 (centres undefined)	-4	112
C/C(=N\Nc1nc(-c2ccccc2)nc(C)c1C)c1cccc([N+](=O)[O-])c1	4	.
COc1ccccc1NS(=O)(=O)c1ccc(C(=O)OCC(=O)NCc2ccco2)cc1	-5	55

More records follow:
SMILES	HePTP inh	BAP1 block
Cc1ccc(C)c(NC(=O)CSc2nnc(-c3ccncc3)n2N)c1	-1	.
COc1cccc(C(N)CC(=O)O)c1 (centres undefined)	5	102
COC(=O)CCCC(=O)N1CCOCCN(C(=O)CCCC(=O)OC)CCOCC1	5	93
CC1=C(C#N)C(=O)NC(C)(C)C1	4	102
Oc1ccc2nc(-c3ccccc3)[nH]c2c1	2	.
C=CCn1c(SCC(=O)NCCO)nc2sc(C)c(C)c2c1=O	-6	.
CCOc1ccccc1NC(=S)NCc1ccccc1	0	.
C=CCc1cccc(/C=N/NC(=O)c2cc(-c3ccc4ccccc4c3)n[nH]2)c1O	-4	.
O=C(NCCCN1CCCCCC1)c1ccc2c(c1)NC(=O)C(N1CCOCC1)S2 (centres undefined)	-8	103
O=C(NCCCCCNC(=O)c1cccnc1)c1cccnc1	0	102
COc1cccc(-n2nnc3c(=O)n(CC(=O)N4CCCc5ccccc54)cnc32)c1	0	90
COCCN(CCOC)C(=O)c1cc2sc3ccccc3c2s1	0	.
O=C(c1ccc2c(c1)OCO2)n1nnc2ccccc21	7	101
CC1(C)CCC=[N+]1[O-]	.	94
COc1ccc(-c2cc(C(F)(F)F)n3nc(C(=O)N4CCOCC4)cc3n2)cc1	-1	.
O=C(O)c1ccc(CSc2nnc(COc3ccc(Cl)cc3Cl)o2)cc1	10	104
Nn1c(SCC(=O)N2CCCc3ccccc32)nnc1-c1ccccc1	-8	52
CN(C)C(CNC(=O)c1cccc(S(=O)(=O)N2CC3(C)CC2CC(C)(C)C3)c1)c1ccco1 (centres undefined)	-1	119
CCOC(=O)c1sc(=S)n(-c2ccc(Cl)cc2)c1C	.	62
O=C1c2ccccc2C(=O)N1Cc1nc(-c2cccnc2)no1	4	62
Cc1ccc(OCC(=O)Nc2ccccc2O)cc1	-2	.
CCCCOc1ccc(NC(=O)c2cccc(OC)c2)cc1	3	.
O=C(OCC(=O)c1ccccc1Br)c1ccccn1	14	100
O=C(CCC1CCCC1)NCC1CCCO1 (centres undefined)	-4	.
